Screens as filed in PubChem BioAssay.
Candida biofilm: kills Candida albicans biofilms | AID 834 | hit rate 0.14% among 85,000 | inhibition, % at 6 µM | C. albicans biofilm + clotrimazole, Alamar Blue;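 active = inhibition above 20%; inactive = inhibition below 20%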;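 note: preformed 24 hr biofilms exposed to compound for 48 hr; 0% = biofilm without compound and 100% = blank killed by clotrimazole plus chlorhexidine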
ERb SRC1 inh: ER-beta (human) coactivator binding inhibition; inhibition, % at 25.6 µM; AID 633; TR-FRET ER-beta LBD / SRC1-Cy5 peptide binding; receptor agonist-loaded with 1 µM estradiol; hit rate 1.3% among 86,000; Q92731;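 active = compounds whose percent inhibition of the receptor-coactivator binding signal exceeds about 50% in the single-dose screen, limit read from the data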;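 note: 0% = receptor plus peptide wells without compound and 100% = peptide-only wells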
Target sequence (Q92731 whole entry, looked up, the tested form may be a part): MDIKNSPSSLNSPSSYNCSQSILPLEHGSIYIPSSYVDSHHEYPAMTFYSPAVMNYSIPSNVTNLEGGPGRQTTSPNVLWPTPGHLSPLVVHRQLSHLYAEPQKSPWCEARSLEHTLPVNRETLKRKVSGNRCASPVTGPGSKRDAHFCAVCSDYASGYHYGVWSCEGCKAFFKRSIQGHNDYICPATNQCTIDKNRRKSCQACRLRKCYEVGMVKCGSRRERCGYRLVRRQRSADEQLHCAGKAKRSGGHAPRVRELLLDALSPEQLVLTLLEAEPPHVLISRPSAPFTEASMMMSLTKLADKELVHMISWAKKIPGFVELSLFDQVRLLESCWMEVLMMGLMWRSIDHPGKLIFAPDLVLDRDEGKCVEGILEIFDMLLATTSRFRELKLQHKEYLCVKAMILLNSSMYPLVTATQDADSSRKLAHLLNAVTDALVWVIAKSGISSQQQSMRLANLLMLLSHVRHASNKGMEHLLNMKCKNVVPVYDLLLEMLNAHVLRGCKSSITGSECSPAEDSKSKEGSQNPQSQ
HUVEC tox IL1B: HUVEC cytotoxicity counter-screen, IL-1B stimulated. HUVEC cell count loss, Hoechst imaging. cell count reduction, % at 2 µM. hit rate 0.41% among 94,000;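 active = cell count reduction more than 3 SD above the screen-wide mean, cut at about 70% in these data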;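 note: normalized per plate to untreated control cells as the no-loss baseline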
Smad3 FoxH1 inh: Smad3 (human) transcription factor binding inhibition; TR-FRET Smad3/Dy647-FoxH1 peptide binding, europium anti-His; hit rate 0.29% among 88,000; inhibition, % at 25 µM; P84022;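 active = compounds that reduce the energy-transfer binding signal between the protein and its labelled peptide by more than half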;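 note: 0% = Smad3 plus labelled peptide maximal FRET and 100% = peptide-only background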
sEH inh: soluble epoxide hydrolase (human) inhibition; P34913; recombinant human sEH enzymatic activity assay; inhibition, % at 2 µM; hit rate 0.34% among 91,000; AID 707; in the data active = inhibition above about 80%; note: values of inactives mirror those of a sister screen read the other way; many of its hits are not listed in these tables
Target sequence (P34913 whole entry, looked up): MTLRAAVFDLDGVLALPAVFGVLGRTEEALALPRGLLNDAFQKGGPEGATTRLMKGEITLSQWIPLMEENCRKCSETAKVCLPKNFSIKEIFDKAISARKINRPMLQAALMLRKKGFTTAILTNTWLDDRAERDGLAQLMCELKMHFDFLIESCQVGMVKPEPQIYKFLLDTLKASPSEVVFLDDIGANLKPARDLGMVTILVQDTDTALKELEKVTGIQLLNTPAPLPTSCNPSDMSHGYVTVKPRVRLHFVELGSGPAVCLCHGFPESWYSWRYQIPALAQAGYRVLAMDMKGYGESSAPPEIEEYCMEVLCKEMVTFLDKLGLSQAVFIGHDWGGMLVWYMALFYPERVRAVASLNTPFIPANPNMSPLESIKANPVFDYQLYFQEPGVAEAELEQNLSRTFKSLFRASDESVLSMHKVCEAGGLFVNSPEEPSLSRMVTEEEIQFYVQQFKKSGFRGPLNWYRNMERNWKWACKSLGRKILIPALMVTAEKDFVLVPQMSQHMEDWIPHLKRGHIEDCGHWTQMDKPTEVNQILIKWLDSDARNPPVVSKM
HUVEC tox TNFa: toxic to HUVEC cells under TNF alpha stimulation; AID 848; cell count reduction, % at 2 µM; HUVEC TNFalpha-stimulated, Hoechst cell count, imaging; hit rate 0.17% among 93,000;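 active = cell count reduction exceeding the screen mean by over 5 SD, scaled to untreated wells per plate, cut at about 78% in these data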;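 note: cells counted after 24 h of TNF alpha exposure following the 1 h pretreatment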
VCAM1 TNFa inh: reduces TNF alpha induced VCAM1 expression in HUVEC; hit rate 0.48% among 95,000; inhibition, % at 2 µM; HUVEC TNFa-induced VCAM-1 immunofluorescence, high-content imaging;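 active = inhibition above the batch mean plus 3 SD, with images confirmed as a hit by eye, cut at about 37% in these data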;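 note: 0% = TNF-stimulated DMSO wells and 100% = unstimulated control wells; not every result past the cut was called active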
sEH activator: soluble epoxide hydrolase (human) activation; activation, % at 2 µM; AID 717; hit rate 0.04% among 91,000; purified human sEH enzymatic activity, activator screen; in the data active = activation above about 37%; note: values of inactives mirror those of a sister screen read the other way
F-actin modifier: modifiers of cytoskeleton assembly; HUVEC TNFa F-actin phalloidin imaging, high content; inhibition, % at 2 µM; hit rate 0.18% among 91,000;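 active = inhibition above the batch mean plus 3 SD and confirmed as a hit by visual image inspection, cut at about 30% in these data, passing the limit was not always enough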; note: strong numbers were not always called active
The depositor's hits bear a star; · = no result given; & = joins results of further samples; [ ] = another dose, or the depositor's remark. Not all compounds are listed; rates above refer to the full screens.

SMILES | Candida biofilm | ERb SRC1 inh | HUVEC tox IL1B | Smad3 FoxH1 inh | sEH inh | HUVEC tox TNFa | VCAM1 TNFa inh | sEH activator | F-actin modifier
C=CCn1c(SCC(=O)Nc2nnc(CC)s2)nnc1-c1cccnc1 | 4 | -4 | -4 | 4 | -16 | -8 | -10 | 20 | -7
CC(C)C(=O)Nc1nc(-c2ccccc2)ns1 | 4 | 1 | -2 | -9 | -3 | · | 26 | 6 | 4
CCO/C(=C/c1sc2ccc(OC)cc2[n+]1CCCS(=O)(=O)[O-])CC | 3 | -1 | 15 | -1 | -2 | -21 | 14 | -1 | 2
CCOC(=O)CN1C(=O)C(C)(C)Oc2ccc(C(=O)Nc3ccccc3OC)cc21 | 8 | -6 | -7 | 10 | 9 | -18 | 12 | -9 | 10
CS(=O)(=O)N1CCN(C(=O)NC23CC4CC(CC(C4)C2)C3)CC1 | -3 | -13 | -14 | -3 | 80 | -15 | -4 | -79 | 1
Cc1sc2ncnc(SCC(=O)N3CCCC3=O)c2c1C | 2 | -7 | 12 | 8 | 4 | -17 | -16 | -4 | 4
CC1CCN(C(=O)C2CCN(S(=O)(=O)c3cnc[nH]3)CC2)CC1 | -1 | -1 | -9 | -3 | 16 | -7 | 29 | -12 | -16
CCOc1cccc(-c2nn3c(-c4ccco4)nnc3s2)c1 | 6 | -7 | -5 | 10 | 8 | -20 | -14 | -6 | 25
CCOCCCNC(=O)C(NC(=O)c1ccc(=O)[nH]c1)c1ccc(C)cc1 (stereo unspecified) | 10 | 3[fluorescence artefact?] | -2 | -19 | -8 | 1 | -9 | 12 | -8
O=[N+]([O-])c1ccccc1N/N=C/c1c[nH]c2ccccc12 | · | · | -29 | · | 1 | 10 | 20 | 1 | -14
OC(CN1CCOCC1)CN1CCOCC1 | -2 | -13[fluorescence artefact?] | -9 | 0 | -8 | -49 | 9 | 9 | 4
O=C(NCc1ccccc1)C12CC3CC(CC(C3)C1)C2 | 6 | -16 | 0 | 0 | 14 | -25 | 10 | -15 | ·
CCCC(=O)Nc1nnc(Sc2ccc(N(C)C)cc2)s1 | 8 | 23[fluorescence artefact?] | -7 | 5 | -2 | · | 17 | 0 | 5
CC(=O)c1noc(C)c1C(=O)Nc1nccs1 | 5 | -3 | 14 | 4 | 3 | 4 | 2 | -3 | -1
COc1ccccc1Cn1c(-c2ccccc2OC)nc2ccccc21 | -2 | -15 | 18 | -14 | -10 | -40 | 30 | 8 | ·
O=C(Nc1nc2c(c(=O)[nH]1)CCCC2)C1CC1 | 6 | -9 | 11 | 4 | -9 | -4 | 14 | 7 | -4
COc1cccc(Sc2cc(N3CCOCC3)nc(-c3ccccc3)n2)c1 | · | · | -55 | · | -2 | -2 | 8 | 5 | 20
CC1CCN(Cc2ccc(NC(=O)CC3Oc4ccccc4NC3=O)cc2)CC1 (stereo unspecified) | 12 | -5[fluorescence artefact?] | 11 | 9[fluorescence artefact?] | · | -39 | 15 | · | 5
CN1C(=O)C2(c3ccccc31)N(C)CC(c1ccccc1)C21SC(=S)N(Cc2ccco2)C1=O (stereo unspecified) | -2 | 13 | -5 | -13 | 5 | 4 | -11 | -2 | -4
COc1cccc(C2CC(C(F)(F)F)n3ncc(C(=O)Nc4c(C)n(C)n(-c5ccccc5)c4=O)c3N2)c1 (stereo unspecified) | -5 | -4 | 6 | 2 | 2 | -22 | -13 | -3 | -1
COc1ccc(N2C(=O)C3C(C2=O)C2C=CC3C23CC3)c(OC)c1 (stereo unspecified) | 1 | -3 | -10 | -2 | · | -5 | 14 | · | -2
O=C(NNC(=O)c1ccncc1)c1ccncc1 | 6 | -15 | -6 | -12&20 | 5 | -65 | 1 | -6 | ·
C=CCn1c(Cc2ccc(OC)cc2)nnc1SCC(=O)c1cccc([N+](=O)[O-])c1 | · | · | 24 | · | -6 | 9 | -8 | 8 | -6
CCOc1ccc(C(C(=O)Nc2ccc(F)cc2)N(C(=O)Cn2nnc3ccccc32)C2CC2)cc1 (stereo unspecified) | · | · | -24 | · | 6 | -26 | 13 | -3 | 19
O=C(O)c1cccc2c1C(=O)N(C1CCCCC1)C2 | -6 | 28 | -1 | 0 | -8 | -19 | 13 | 9 | -21
COc1ccc(CNC(=O)CS(=O)Cc2nc(-c3ccc(C)cc3)oc2C)cc1 (stereo unspecified) | 3 | -7 | -1 | 5 | 2 | -12 | -7 | -3 | -3
CCNc1nc(SCc2ccccc2)nc(N2CCOCC2)n1 | 6 | 3 | -7 | 1 | -2 | -6 | -13 | 5 | 10
O=C(CCCNS(=O)(=O)c1cccc2nsnc12)NCc1ccccc1 | 3 | -8[fluorescence artefact?] | 29 | 15 | -1 | -9 | -2 | 1 | -42
COc1ccc(C(=O)n2nc(C)cc2C)cc1OC | 2 | -16 | -33 | 0 | 6 | -21 | 12 | -2 | 2
Cc1nnc(SCc2ccc(CC(=O)O)cc2)o1 | 0 | -1[fluorescence artefact?] | -25 | 12 | 5 | · | · | -4 | 2
CC(=O)Nc1cccc(NC(=O)CSc2nc(C)c(C)c(C)c2C#N)c1 | 8 | 16[fluorescence artefact?] | -10 | 4 | 14 | -12 | 7 | -11 | -6
CCOc1nc(C)ccc1-c1noc(-c2ccccn2)n1 | -1 | -12 | -30 | 9 | · | -13 | 2 | · | 7
CC12CCC(C(=O)N3CCN(C(c4ccccc4)c4ccccc4)CC3)(OC1=O)C2(C)C (stereo unspecified) | 1 | -2 | -4 | -5 | 11 | -2 | -5 | -10 | 1
O=S(=O)(c1ccccc1)N1CCC(n2nnc3cc(F)ccc32)CC1 | -1 | 8 | 4 | -27 | -22 | 41 | 8 | 25 | -17
COc1cc(C(=O)Nc2ccc(O)cc2)ccc1OC(C)=O | 5 | 6[fluorescence artefact?] | 12 | 6[fluorescence artefact?] | 19 | -9 | -3 | -21 | 4
O=S(=O)(NCc1cccnc1)c1cccc2nsnc12 | 3 | -3 | 18 | 0 | 4 | 47 | 19 | -5 | -22
O=C1COc2ccc(C(=O)COC(=O)C3CCN(S(=O)(=O)c4cccs4)CC3)cc2N1 | 3 | 9 | -5 | 9[fluorescence artefact?] | 13 | -4 | 10 | -11 | -5
CSc1nnc2c3ccccc3n(Cc3ccccc3)c2n1 | -3 | 3[fluorescence artefact?] | -37 | -6 | 5 | 5 | 15 | -3 | -1
O=C(N1CCOCC1)N(Cc1ccco1)CC1CCCO1 (stereo unspecified) | · | · | 9 | · | 4 | -6 | 3 | -4 | 28
COc1ccc(/C=C2\CCCC3C2=NN(C(=O)c2scnc2C)C3c2ccc(OC)c(OC)c2)cc1OC (stereo unspecified) | · | · | 20 | · | -14 | -2 | 5 | 16 | 1
Cc1ccc(C)c(/C(O)=C2/C(=O)C(=O)N(CCN3CCOCC3)C2c2ccco2)c1 (stereo unspecified) | 4 | 51* | 2 | 15 | -6 | -18 | 0 | 6 | 3
CN(C)CCNC(=O)c1cc2c(s1)-c1ccccc1OC2 | 15 | 4 | -4 | -10 | · | 18 | 1 | · | -1
O=C(CSc1nc2ccccc2c(=O)n1-c1ccccc1)NCc1ccco1 | -2 | -10 | -10 | 0 | 7 | 88* | 42 | -8 | -27
CCOC(=O)C(Oc1ccc(=O)n(-c2ccccc2)n1)C(C)=O (stereo unspecified) | -1 | 26 | -27 | 12[fluorescence artefact?] | 2 | -31 | 9 | -3 | -13
CC(C)CO/C(=N/S(=O)(=O)c1ccccc1)c1ccccc1 | 73* | -2 | -112 | 1 | -14 | -4 | 2 | 12 | -1
COC(=O)CNC(=O)C1CCN(C(=O)OCc2ccccc2)CC1 | · | · | -2 | · | -8 | 5 | 8 | 10 | -7
O=C(NCc1nc2ccccc2[nH]1)c1cccs1 | 8 | -7 | 9 | 1[fluorescence artefact?] | -5 | 17 | 5 | 9 | 4
C/C(=N\O)c1ccc2c3ccccc3n(C)c2c1 | 6 | -30 | -1 | -1 | · | 29 | 41* | · | -22
CCCCOc1ccc(Cl)cc1CSc1nncn1N | 7 | -4 | -10 | -3 | 10 | -8 | 3 | -12 | 18
Cc1ccc2c(c1)/C(=N/OC(=O)c1ccc(F)cc1)CCS2 | · | · | 19 | · | 12 | -10 | 2 | -9 | -11
CCCCCCn1c(CN2CCCCC2C)nc2c1c(=O)n(C)c(=O)n2C (stereo unspecified) | -4 | -5 | -21 | -3 | -3 | 4 | 17 | 6 | -5
Cc1cc(NS(=O)(=O)c2ccc(NC(NC(=O)C(C(F)(F)F)C(F)(F)F)(C(F)(F)F)C(F)(F)F)cc2)no1 | 5 | 3[fluorescence artefact?] | 0 | 12 | -6 | -28 | 4 | 9 | 0
CCc1ccc(NC(=S)Nc2cccc(OC)c2)cc1 | · | · | -2 | · | 11 | -37 | -16 | -12 | 4
COc1ccc(/C=C/C(=O)NC(=S)Nc2ccccc2C(=O)NC2CCCCC2)cc1 | · | · | -42 | · | 12 | -26 | 0 | -9 | 1
CCOC(=O)N1CCN(C(=O)c2ccc3nc(N4CCCCC4)sc3c2)CC1 | 5 | -6 | 18 | -6 | -15 | -12 | 2 | 16 | 8
COc1ccc(CN2C(=O)c3ccccc3C2C(=O)NCC2CCCO2)c(OC)c1 (stereo unspecified) | 4 | -1[fluorescence artefact?] | -34 | 10[fluorescence artefact?] | · | -27 | 11 | · | 9
Cc1cnc(C(=O)Nc2ccccc2C(=O)N2CCOCC2)cn1 | 5 | 0 | -2 | 1 | · | -19 | 12 | · | 16
Cc1nn(S(=O)(=O)c2cccs2)c(C)c1Sc1ccc([N+](=O)[O-])cc1 | · | · | -4 | · | 4 | -50 | 6 | -4 | 1
CC(C)(C)NC(=O)Cn1c(SCC(=O)NC2CCCCC2)nc2ccccc21 | 7 | -17 | -2 | 6 | 5 | -12 | -22 | -5 | -1
O=C(NCCCN1CCOCC1)c1cn(-c2ccccc2)nc1-c1cccs1 | · | · | 11 | · | -4 | 12 | 0 | 2 | -9

Next records.
SMILES | Candida biofilm | ERb SRC1 inh | HUVEC tox IL1B | Smad3 FoxH1 inh | sEH inh | HUVEC tox TNFa | VCAM1 TNFa inh | sEH activator | F-actin modifier
COc1ccc(-c2oc(/N=C/N3CCOCC3)c(C#N)c2-c2ccc(OC)cc2)cc1 | 6 | 3 | -28 | 11 | · | 1 | -4 | · | 39
O=C(CSc1nnc(COc2cccc3ccccc23)o1)N1c2ccccc2CCc2ccccc21 | 6 | -5 | -33 | -3 | 3 | -22 | 1 | -5 | 2
Cc1ccc(-c2c(=O)n(OCc3ccccn3)c3ccccc3[n+]2[O-])cc1 | · | · | 3 | · | -12 | · | -8 | 14 | -17
CCCOC(=O)c1ccc(NC(=O)C2CCCO2)cc1 (stereo unspecified) | 2 | 11[fluorescence artefact?] | -35 | 2 | -5 | -23 | 5 | 6 | -6
CC(C)(C)NC(=O)COC(=O)c1cc(F)c(F)cc1Cl | · | · | 2 | · | 4 | -13 | 22 | -3 | -10
COc1ccc2c(c1)NC1(O)c3ccccc3C(=O)C21O (stereo unspecified) | 10 | -8 | -15 | 4 | -6 | -38 | -67 | 8 | -11
COc1cccc(N(C(=O)c2ccn[nH]2)C2(C(=O)Nc3c(C)cccc3C)CCCCC2)c1 | · | · | 17 | · | 5 | -2 | 0 | -2 | 13
Cc1c(Cl)cccc1Nc1nc(N)nc(CSCCO)n1 | 1 | 2 | -24 | 10 | 6 | -21 | 27 | -6 | -20
Cc1nnc(NCc2ccco2)s1 | 9 | -3 | 3 | -3 | 7 | 1 | 7 | -6 | -15
CCOc1ccccc1OCC(=O)Nc1ccc(S(=O)(=O)Nc2nc(C)cc(C)n2)cc1 | 3 | 19 | 18 | -10 | 2 | 1 | 9 | 1 | -9
Cc1c(C(=O)NC(=S)Nc2ccc(NC(=O)c3cccs3)cc2)cccc1[N+](=O)[O-] | · | · | -6 | · | 47 | -5 | -7 | -46 | 5
